Screening results from PubChem BioAssay.
PPARg SRC2 recr: promotes SRC-2 coactivator recruitment by human PPARgamma; PPARgamma LBD-SRC-2 recruitment, biochemical; activation, % at 8 µM; actives 0.34% (n = 200,000); AID 1032; in the data active = activation above about 22%;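 note: 0% = vehicle and 100% = reference agonist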
Target sequence (P37231 whole entry, looked up, the tested form may be a part): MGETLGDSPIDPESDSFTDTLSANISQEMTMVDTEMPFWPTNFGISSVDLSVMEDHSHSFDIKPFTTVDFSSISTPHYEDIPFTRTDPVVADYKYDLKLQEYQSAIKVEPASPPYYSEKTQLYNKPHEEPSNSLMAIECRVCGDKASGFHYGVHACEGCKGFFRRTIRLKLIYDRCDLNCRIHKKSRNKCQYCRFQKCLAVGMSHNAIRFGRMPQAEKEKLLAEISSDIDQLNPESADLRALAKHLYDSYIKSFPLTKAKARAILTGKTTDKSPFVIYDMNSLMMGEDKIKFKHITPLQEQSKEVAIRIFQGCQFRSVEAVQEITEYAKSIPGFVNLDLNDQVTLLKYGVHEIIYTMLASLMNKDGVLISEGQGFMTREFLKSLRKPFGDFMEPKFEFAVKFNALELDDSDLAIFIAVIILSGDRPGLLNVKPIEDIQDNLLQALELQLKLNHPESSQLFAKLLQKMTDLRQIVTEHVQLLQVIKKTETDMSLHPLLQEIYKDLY
Redox H2O2 prof: compounds producing H2O2 with reducing agent – biochemical, NIH compound library profiling, artefact control for MLSCN library redox annotation, primary screen; activation, % at 10 µM; actives 0.03% (n = 200,000); DTT-dependent redox cycling H2O2, phenol red/HRP absorbance; 100% = 100 µM peroxide control, 0% = buffer; AID 878;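 active = activation of at least 50% relative to the plate's high and low controls in the primary single-dose screen; inactive = activation below 50%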;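 note: compound incubated with DTT at 0.8 mM final as the reducing agent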
PPARg SRC-1 ag: agonists of human PPARgamma SRC-1 coactivator recruitment; P37231; PPARgamma-SRC-1 coactivator recruitment biochemical assay; activation, % at 8 µM; actives 0.41% (n = 200,000); AID 631; in the data active = activation above about 19%;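 note: 0% = DMSO and 100% = reference agonist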
bIAP inh: blocks bovine intestinal alkaline phosphatase activity. 190,000 tested, under 10 active. AID 1019. purified bovine IAP, CDP-star luminescence, 30 min. inhibition, % at 20 µM;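 active = over 50% inhibition of intestinal alkaline phosphatase at 20 µM in the single-dose screen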
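System: purified bovine intestinal alkaline phosphatase (IAP) enzyme; Input: IAP diluted 1/65,000,000 in the well; Measured by: CDP-star luminescence signal; Compound dosing: 20 µM single dose; Incubation: 30 min reaction at room temperature.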
HMGR II inh: inhibitors of class II HMG-CoA reductase from Enterococcus faecalis; inhibition, % at 10 µM; purified E. faecalis HMGR, NADPH absorbance 340 nm kinetic; actives 0.41% (n = 190,000); AID 1066;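 active = inhibition above a set limit, the median over all tested compounds plus 3 SD, cut at about 9.5% in these data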;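 note: enzyme runs in reverse so mevalonate oxidation gives rising NADPH absorbance; 0% = complete reaction with DMSO and 100% = background rate lacking mevalonate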
TR-FRET SRC-2 ct: counter-screen for PPARgamma SRC-2 recruitment agonists: TR-FRET artefact | hits give high values | AID 1049 | actives 0.4% (n = 200,000) | TR-FRET ratio at 8 µM; in the data active = TR-FRET ratio above about 2000; note: inactives centre near 1500; reference of the scale not given here
ROMK mod: modulators of human ROMK potassium channel; Tet-inducible ROMK, thallium flux fluorescence; actives lie on both sides; AID 1918; actives 2% (n = 130,000); B-score at 10 µM; P48048;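 active = signal ratio slope over the read window, or its plate-corrected B-score, at least 3 SD from the plate mean, either direction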;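 note: B-score of the F/F0 ratio slope over 7 to 12 s after thallium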
Target sequence (P48048 whole entry, looked up): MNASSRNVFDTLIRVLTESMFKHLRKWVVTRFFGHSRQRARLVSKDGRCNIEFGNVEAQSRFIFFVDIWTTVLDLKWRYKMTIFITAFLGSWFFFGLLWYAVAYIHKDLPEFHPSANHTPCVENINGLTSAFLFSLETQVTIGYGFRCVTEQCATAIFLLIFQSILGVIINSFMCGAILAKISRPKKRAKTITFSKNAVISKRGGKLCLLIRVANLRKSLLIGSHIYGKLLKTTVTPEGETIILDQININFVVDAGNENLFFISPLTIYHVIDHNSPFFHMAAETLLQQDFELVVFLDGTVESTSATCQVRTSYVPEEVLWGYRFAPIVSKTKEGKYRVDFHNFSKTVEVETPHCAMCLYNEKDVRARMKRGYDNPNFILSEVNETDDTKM
RAM network inh: blocks the yeast RAM network. actives 1.8% (n = 190,000). AID 868. inhibition, % at 50 µM. S. cerevisiae dse1pr::URA3 reporter, 5-FOA growth OD615, 2 d; analog-sensitive cbk1-as2 kinase mutant strain;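 active = inhibition above a set limit, 3 SD over mean compound inhibition, cut at about 8.4% in these data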;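 note: 0% = DMSO-only wells with no growth and 100% = 10 µM 1-NA-PP1 full growth; inhibition rescues growth on 5-FOA so higher OD means more RAM inhibition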
Lmaj promast: reduces viability of Leishmania major promastigotes; inhibition, % at 10 µM; actives 9% (n = 200,000); resazurin fluorescence viability; AID 1063; in the data active = inhibition above about 50%;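 note: promastigotes grown with compound for 44 hours at 28 °C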
S1P3 antagonist: blocks the human S1P3 receptor; Q99500; CHO S1P3 NFAT-BLA reporter, FRET fluorescence, antagonist mode; inhibition, % at 4.98 µM; actives 0.27% (n = 170,000);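 active = inhibition above the plate cutoff, the mean inhibition of test wells on that plate plus 3 SD, cut at about 28% in these data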;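 note: cells challenged with S1P at its EC80 of 0.8 µM; blue over green emission ratio from cleaved BLA substrate after 4 h stimulation; 0% = S1P-stimulated wells and 100% = unstimulated DMSO-only wells; some compounds past the cut are filed as inactive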
PPARg SRC-3 ag: agonists of human PPARgamma SRC-3 coactivator recruitment; biochemical PPARgamma/SRC-3 coactivator recruitment assay; AID 731; actives 0.26% (n = 200,000); activation, % at 8 µM; P37231; in the data active = activation above about 23%;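 note: 0% = DMSO and 100% = reference agonist; some compounds past the cut are filed as inactive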
* marks the source's active call; other numbers are inactive results; / = not tested or not shown. Outcome played no part in choosing rows; any-hit rate near 13%.

Below each SMILES: Lmaj promast	bIAP inh	HMGR II inh	PPARg SRC-3 ag	RAM network inh	TR-FRET SRC-2 ct	S1P3 antagonist	PPARg SRC2 recr	PPARg SRC-1 ag	Redox H2O2 prof	ROMK mod
- COc1ccc(Br)cc1/C=N/NC(=O)c1cc(OC)c(OC)c(OC)c1
  -0.9	7.4	1.2	5.4	5.5	1628	11.6	9.0	1.5	-0.5	0.0471
- O=C(NCc1ccco1)c1cccc(S(=O)(=O)N2CCc3ccccc32)c1
  1.8	-1.0	1.1	-3.9	1.0	1489	-5.6	4.0	12.9	0.5	/
- Cc1nc2cc(-c3ccccc3)nn2c(C)c1CCC(=O)NC(C)c1ccc2c(c1)OCCO2 (centres undefined)
  95.4*	2.9	-1.2	-0.1	-0.3	1498	7.0	8.2	9.9	1.0	0.301
- N#C/C(=N\Nc1ccc(Cl)cc1)C(=N)N1CCCCCC1
  -5.0	-9.1	0.1	3.9	0.7	1601	-2.4	21.6	13.2	-2.3	-0.921
- CC(=O)/C(=N/Nc1ccccc1)Sc1nnc(CCc2ccccc2)n1-c1ccccc1
  21.9	-3.0	0.5	2.3	0.9	1635	-8.6	-0.9	6.9	0.8	-0.0113
- CCn1c(C)nc2cc(C(=O)NNS(=O)(=O)c3ccccc3F)ccc21
  -5.9	7.6	-0.9	14.0	1.6	1535	/	-0.8	4.9	0.3	/
- Cn1c(CSc2ncccn2)nnc1SCC(=O)N1CCCc2ccccc21
  -7.0	1.9	1.0	-5.4	2.2	1453	-2.6	3.7	-2.6	-0.7	/
- COc1ccc2nc(SCC(=O)Nc3cc(C)on3)[nH]c2c1
  2.2	-27.8	-2.2	6.3	1.8	1658	/	15.0	4.8	0.2	0.794
- CCN(CC)CCCNc1nc2cc(OC)c(OC)cc2c2nc(-c3ccccc3)nn12
  100.5*	-32.2	-9.8	12.8	-0.5	1570	/	12.3	5.0	0.3	-1.06
- Cc1ccc(C)c(-n2c(SCC(=O)N3CCC(C(=O)O)CC3)nnc2-c2cccc(Cl)c2)c1
  -0.9	-8.0	1.5	2.2	0.8	1478	-17.7	4.6	12.4	-2.3	-0.34
- CCOc1ccc2c(c1)nc(SCC(=O)c1ccc(Br)s1)n2C
  1.4	8.6	1.0	28.4*	3.1	1968	/	28.8*	19.7*	-7.9	/
- CC1(C)CC(=O)C(C=NCCN2CCN(C3CC(=O)N(c4ccc(Cl)c(Cl)c4)C3=O)CC2)=C(O)C1 (centres undefined)
  -5.6	-0.5	2.6	3.8	0.8	1469	5.9	-0.2	-1.1	-0.3	-6.7*
- NC(=O)COc1ccc(NC(=O)OCc2ccccc2)cc1
  -4.9	0.0	-1.4	8.8	2.8	1497	-32.0	1.8	-1.5	2.6	/
- O=C(Nc1nnc(C23CC4CC(CC(C4)C2)C3)s1)c1ccc(N2C(=O)CCC2=O)cc1
  17.2	10.1	-8.0	-6.2	7.0	1484	/	0.2	-1.2	-1.3	/
- CCOc1ccc(N(C)S(=O)(=O)c2ccc(C)c(C(=O)OCC(=O)c3c[nH]c4ccccc34)c2)cc1
  23.0	0.3	-8.8	-3.7	4.1	1502	5.2	4.2	-11.0	-0.5	0.632
- CCOC(=O)c1c(NC(=O)CCl)sc(CN(C)C)c1-c1ccccc1
  90.7*	-16.4	-5.7	-0.2	-0.4	1549	-3.9	-1.1	1.5	1.6	-1.57
- Cc1cc(NS(=O)(=O)c2ccc(NC(=O)C(c3ccccc3)c3ccccc3)cc2)no1
  -16.5	6.8	-5.8	1.7	-0.8	1613	/	5.3	3.2	-0.5	1.53
- OCC1(Cc2ccccc2)CCN(Cc2cnn(-c3ccccc3F)c2)CC1
  87.7*	5.3	-2.4	5.1	2.4	1537	-5.3	0.2	4.0	-0.4	/
- CCN1CCN(C(=O)NC(c2ccc(C)c(F)c2)C(Cl)Cl)CC1 (centres undefined)
  12.2	-15.7	-4.7	1.2	-0.2	1835	-2.7	4.8	13.0	0.3	-0.217
- O=C1/C(=C/c2ccc(F)c(F)c2)CSc2sccc21
  -6.6	/	1.0	3.1	0.5	1687	/	8.4	4.7	-0.1	-0.0473
- Cc1ccc(-c2cc(C(=O)N/N=C/C=C/c3ccccc3)n[nH]2)o1
  20.3	40.2	-2.6	-0.6	2.7	1377	-3.5	-1.4	0.5	-0.3	0.175
- Cc1ccc(NC(=O)CN2C(=O)N/C(=C/c3cc(C)n(-c4ccc(C(=O)O)cc4)c3C)C2=O)cc1
  -5.2	-12.6	-7.8	1.1	3.6	1549	-8.5	5.2	-2.2	-1.1	1.2
- [O-]/C(=C(\C(=S)Nc1ccccc1F)[n+]1ccccc1)c1ccc(-c2ccccc2)cc1
  -2.8	17.0	-2.3	1.3	1.5	1913	7.2	8.8	0.7	-2.0	0.238
- Cc1noc(C)c1S(=O)(=O)N1CCC(C(=O)N2CCN(c3ccccc3Cl)CC2)CC1
  96.5*	5.9	1.7	1.0	0.0	1379	/	5.9	1.4	0.1	-0.209
- CCOc1cc2c3c(c1)C(C)CC(C)(C)N3C(=O)C2=O (centres undefined)
  1.3	3.6	-1.5	7.5	0.5	1693	/	2.5	1.7	1.6	/
- Cc1[nH]nc2c1C1(CCN(C(=O)OCc3ccccc3)CC1)C(C#N)=C(N)O2
  -0.5	4.6	3.1	-4.4	1.3	1413	-26.7	-1.9	-0.6	0.0	-0.503
- CCn1c(=O)c2cc(C(=O)N3CCN(C(=O)c4ccco4)CC3)sc2c2ccccc21
  -0.4	-4.3	-3.2	-0.6	4.6	1513	1.0	0.1	-0.7	0.1	/
- O=C(CN1CCN(Cc2ccccc2F)C1=O)NC1CCCC1
  -6.6	9.7	-1.1	3.4	1.6	1387	-10.7	4.1	2.2	0.0	-0.018
- OCC1(Cc2cccc(F)c2)CCN(Cc2cccc3nccnc23)CC1
  38.4	7.9	-3.0	1.9	1.5	1612	6.1	6.3	11.2	1.0	-0.327
- Cc1ccc(OCC(=O)NC2CCCc3ccccc32)c(C)c1 (centres undefined)
  11.0	9.8	-1.5	5.6	0.6	1334	-3.7	-12.1	-4.5	0.2	/
- Cc1cc(C)cc(N=C(NO)c2cccc([N+](=O)[O-])c2)c1
  4.5	18.9	-4.2	-12.4	-0.3	1378	/	-4.7	3.5	-2.9	/
- CNc1cc(CSC)nc(SCc2ccc(Cl)cc2Cl)n1
  11.5	24.4	0.6	-3.1	-1.6	1455	/	-2.5	-3.4	4.5	/
- CCN(CC)c1ccc(C(=O)OCC(=O)c2ccco2)cc1
  -4.6	10.8	-5.9	5.8	0.9	1755	-5.0	-0.5	7.3	3.3	0.238
- Cc1ccc(/C=N\NC(=O)CCc2n[nH]c(=O)[nH]c2=O)o1
  -2.8	-2.9	-1.6	2.3	3.1	1406	-2.5	4.2	-4.6	-0.4	0.293
- CCOC(=O)C(NC(=O)c1cccc(Cl)c1)(Nc1nnc(C)s1)C(F)(F)F (centres undefined)
  -3.5	9.6	4.2	0.7	0.5	1458	7.2	3.8	0.2	0.2	0.787
- CCCCOc1ccc(S(=O)(=O)NC(=O)NCc2ccc(OCCC)cc2)cc1
  -3.8	9.4	-6.8	9.3	1.8	1680	/	1.0	3.7	1.8	-0.0278
- Cc1cc(=O)oc2c(C)c(OCC(=O)N(C)C)ccc12
  5.6	9.5	1.3	2.4	1.4	1579	-9.3	-2.5	7.5	0.6	/
- CCC(CC)NC(=O)COC(=O)c1cc(SC)ccc1Cl
  8.0	6.5	-0.5	1.6	0.0	1424	-13.4	-5.8	1.1	-1.6	-0.0979
- Cc1cc(C(=O)COC(=O)CN(C)S(=O)(=O)c2ccc(Cl)cc2)c(C)n1CC1CCCO1 (centres undefined)
  2.7	-7.8	0.2	-14.2	4.7	1396	-44.0	-2.0	1.9	-0.1	0.0779
- O=C(Nc1nnc(CSCc2ccc(Cl)cc2)s1)c1cccc([N+](=O)[O-])c1
  -1.0	-16.2	1.9	0.7	3.3	1623	-8.8	5.4	-0.1	0.5	/
- Cc1ccc2nc(-c3ccc(S(=O)(=O)N4CCOCC4)cc3)cn2c1
  4.1	10.7	0.9	4.3	2.5	1484	-10.4	-0.5	-1.1	0.1	/
- Cc1ccc(C(=O)NCCCN2CCOCC2)cc1N1CCCC1=O
  -1.6	-0.7	-5.3	10.7	0.3	1579	-6.1	11.0	-0.3	-1.0	0.694
- O=C(Nc1ccncc1NC(=O)c1cccc([N+](=O)[O-])c1)c1cccc([N+](=O)[O-])c1
  5.6	-7.4	0.8	3.8	1.2	1522	-19.6	9.8	6.7	-0.1	-1.92
- CCN1CCc2c(sc3c2c(NCc2ccco2)nc2nnnn23)C1
  12.3	6.2	-5.0	0.0	3.2	1448	-5.4	-4.3	-1.0	0.4	-2.56
- CCCCOC(=O)C(NC(=O)c1ccccc1)=C(C)C
  -2.7	36.3	0.7	-2.6	0.6	1434	/	2.1	1.3	0.1	0.0298
- Cc1cc(C)c(S(=O)(=O)NC(C)C)c(C)c1-n1cnnn1
  -5.2	8.8	-3.2	-0.6	-0.1	1477	9.4	3.0	0.8	0.2	-0.0604
- O=S(=O)(c1ccc(F)cc1)N1CCC(O)(c2ccc3c(c2)OCO3)CC1
  -7.5	9.7	2.6	-9.9	0.1	1681	1.4	-5.4	4.7	0.9	/
